Screening data as filed in PubChem.
PLCg1 inh: PLC-gamma1 enzyme inhibitors, primary screen, biochemical, fluorescence, purified enzyme; fluorogenic substrate; inhibition, % at 12.2 µM; actives 0.84% (n = 370,000); in the data active = inhibition above about 9.5%
ADAM17 inh: ADAM17 inhibitors, primary screen, biochemical, QFRET. Disintegrin and metalloproteinase domain-containing protein 17 (Homo sapiens), P78536. recombinant ADAM17, EDANS/DABCYL FRET peptide cleavage. inhibition, % at 6.95 µM. actives 0.83% (n = 370,000);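 active = inhibition above the mean of compounds lying between control limits plus 3 SD, set per campaign, cut at about 8.5% in these data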;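 also: 0% = DMSO-only wells as the low control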
Target sequence (P78536 215-824 limits assumed): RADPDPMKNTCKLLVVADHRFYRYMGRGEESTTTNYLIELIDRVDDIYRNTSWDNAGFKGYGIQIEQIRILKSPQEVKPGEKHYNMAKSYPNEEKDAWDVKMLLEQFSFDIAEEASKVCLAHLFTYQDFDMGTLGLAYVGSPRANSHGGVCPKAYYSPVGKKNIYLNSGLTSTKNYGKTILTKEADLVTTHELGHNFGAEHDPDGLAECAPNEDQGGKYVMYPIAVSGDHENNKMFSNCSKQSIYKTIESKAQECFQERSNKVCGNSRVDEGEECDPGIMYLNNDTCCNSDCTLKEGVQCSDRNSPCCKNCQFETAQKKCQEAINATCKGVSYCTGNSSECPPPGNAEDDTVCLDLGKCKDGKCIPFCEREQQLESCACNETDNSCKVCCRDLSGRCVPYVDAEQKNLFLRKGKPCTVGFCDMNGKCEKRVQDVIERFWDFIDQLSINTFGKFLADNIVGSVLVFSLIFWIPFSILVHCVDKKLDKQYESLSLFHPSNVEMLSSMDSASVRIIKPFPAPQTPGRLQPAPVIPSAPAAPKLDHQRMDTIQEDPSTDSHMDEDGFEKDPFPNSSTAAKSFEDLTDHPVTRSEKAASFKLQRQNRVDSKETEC
MBD2 inh: inhibitors of MBD2 binding to methylated DNA, primary screen, biochemical, TR-FRET, DNA-binding domain, human; Methyl-CpG-binding domain protein 2 (Homo sapiens), Q9UBB5; MBD2 binding to methylated oligonucleotide; inhibition, % at 4.4 µM; actives 0.31% (n = 370,000); in the data active = inhibition above about 13%
DAX1 inh-1: DAX1 (NR0B1) inhibitors, primary screen, cell-based, HEK293, Gal4-DAX1, luciferase luminescence | HEK293 Gal4-DAX1 luciferase reporter | inhibition, % at 6.75 µM | actives 0.99% (n = 340,000) | AID 504766, 2011;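 active = inhibition above the mean over all tested compounds plus 3 SD, cut at about 4.2% in these data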;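 also: 0% = DAX1-transfected cells with DMSO and 100% = empty-vector control cells with DMSO; inhibition shows as a rise in luminescence from relieved DAX1 repression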
Target sequence (P51843 207-470 limits assumed): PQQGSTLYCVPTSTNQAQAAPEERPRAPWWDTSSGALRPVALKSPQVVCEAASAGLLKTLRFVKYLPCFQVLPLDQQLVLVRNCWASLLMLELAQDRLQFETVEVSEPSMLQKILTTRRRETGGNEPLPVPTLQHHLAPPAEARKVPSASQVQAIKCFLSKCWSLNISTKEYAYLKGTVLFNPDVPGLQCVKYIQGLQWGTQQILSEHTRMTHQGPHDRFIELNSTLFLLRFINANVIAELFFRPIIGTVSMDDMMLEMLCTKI
DAX1 inh-2: DAX1 (NR0B1) inhibitors on StAR promoter, primary screen, cell-based, luminescence, SF-1 (NR5A1), full-length DAX-1 | HEK293T StAR-luciferase reporter, SF-1/DAX-1 repression relief | inhibition, % at 6.8 µM | actives 1.1% (n = 370,000) | AID 652010, 2013;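 active = inhibition above the mean over all tested compounds plus 3 SD, cut at about 3.6% in these data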;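 also: 0% = DAX-1 cells with DMSO and 100% = cells lacking DAX-1 with DMSO; higher inhibition means more luminescence from relief of DAX-1 repression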
PLCb3 inh: human PLC-beta3 inhibitors, primary screen, biochemical, fluorescence. Purified PLC-beta3, fluorogenic substrate. AID 720704, 2013. 1-phosphatidylinositol 4,5-bisphosphate phosphodiesterase beta-3 (Homo sapiens), Q01970. inhibition, % at 12.2 µM. actives 0.18% (n = 370,000); in the data active = inhibition above about 11%;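 also: 0% = median of compound wells on plate and 100% = full blocker control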
hcDAF12 agonist: H. contortus DAF-12 nuclear receptor activators, primary screen, cell-based, luminescence, HEK293, lit1-tk-luc reporter; HEK293 hcDAF-12 lit1-tk-luc reporter; 0% DMSO, 100% Δ7-dafachronic acid; activation, % at 6.8 µM; actives 1.4% (n = 370,000); AID 652067, 2013;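 active = activation above the mean of all tested compounds plus 3 SD, cut at about 5.5% in these data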;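 also: 100% = response to 3 µM Δ7-dafachronic acid high control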
hgDAF-12 ag: H. glycines DAF-12 receptor agonists, primary screen, cell-based, luminescence, HEK293, GAL4 fusion, UAS-luciferase; Nuclear hormone receptor DAF-12 (Heterodera glycines), GAL4 fusion; activation, % at 6.8 µM; actives 1.8% (n = 370,000); HEK293 GAL4-hgDAF12 UAS-luciferase reporter, agonist luminescence; normalized to butyrate control; AID 687014, 2013;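 active = activation above a cutoff set at the mean of all screened compounds plus 3 SD, cut at about 10% in these data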;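 also: 0% = DMSO wells and 100% = sodium butyrate wells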
NR1D1 modulator: modulators of Rev-erb alpha DNA binding, primary screen, biochemical, FITC-DNA, fluorescence polarization, uHTS | Rev-erbα–FITC-DNA binding, 90 min | activity, % at 10 µM | actives 0.79% (n = 370,000) | AID 1259318, 2017;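 active = activity above about 14%, limit read from the data; passing the limit was not always enough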;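 also: 0% = DMSO wells with 35 nM protein and 100% = DMSO wells with 750 nM protein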
SMARCA2 activ: SMARCA2 (BRM) function activators, primary screen, cell-based, luminescence, high throughput; MG213 cells, MMTV-luciferase reporter, dexamethasone, overnight; activation, % at 9.1 µM; actives 1% (n = 370,000); in the data active = activation above about 7.8%;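 also: 0% = vehicle wells and 100% = reference activator wells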
ssDAF12 agonist: S. stercoralis DAF-12 nuclear receptor activators, primary screen, cell-based, luminescence, HEK293, GRIP1 co-expression, lit1-tk-luc. actives 1% (n = 370,000). HEK293 ssDAF-12/GRIP1 lit1-tk-luc reporter; % of 3 µM dafachronic acid response. activation, % at 6.8 µM. Nuclear hormone receptor DAF-12 (Strongyloides stercoralis). AID 652126, 2013;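 active = activation above the mean over all tested compounds plus 3 SD, cut at about 0.9% in these data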;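 also: 0% = DMSO-only wells and 100% = 3 µM delta7-dafachronic acid wells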
Starred values were filed as active, the others as inactive; & = joins results of further samples.

Results follow in this order: PLCg1 inh	ADAM17 inh	MBD2 inh	DAX1 inh-1	DAX1 inh-2	PLCb3 inh	hcDAF12 agonist	hgDAF-12 ag	NR1D1 modulator	SMARCA2 activ	ssDAF12 agonist
S=c1[nH]nc(C2CCCCC2)n1/N=C/C=C/c1ccccc1
    6	9.2*	-3	0.3	0.8	2	-0.6	0.2	-6	-5	-0.8
COC(=O)N/N=C(\C)c1ccc(-n2ccnc2)cc1
    1	-2	0	1.9	1.1	-2	-0.9	-1.5	5	0	-1.4
Cc1cccc(N(C(=O)CCC(=O)Nc2cc(C)on2)C(C(=O)NC2CCCC2)c2ccccc2)c1 (stereo not given)
    1	1	-2	-0.6	-0.1	-4	0.4	0.0	-1	-3	-1.2
C=CCNC(=O)c1cccn1-c1ccsc1C(=O)OC
    -1	-1	3	1.2	0.1	2	0.1	1.9	1	0	-0.8
COc1cc(OC)c(C(=O)Nc2ccc(C(=O)c3ccccc3)cc2)cc1OC
    -1	-1	5	0.7	-0.5	-1	-2.8	-1.7	-2	-3	-1.2
CC[C@@H](CCC=C(C)C)C(=O)N(Cc1ccccc1)c1ccccc1
    0	-2	-2	-0.9	-0.4	1	-1.4	1.1	2	-1	-1.2
COc1ccc(NC(=O)c2cc(-c3cccs3)on2)cc1OC
    -78	-17	1	-1.6	-0.1	-123	-0.2	1.8	1	3	-2.2
O=C(O)c1cc(O)c2c(c1)[C@H]([C@H]1c3cc(C(=O)O)cc(O)c3C(=O)c3c(O[C@@H]4O[C@H](CO)[C@@H](O)[C@H](O)[C@H]4O)cccc31)c1cccc(OC3O[C@H](CO)[C@@H](O)[C@H](O)[C@H]3O)c1C2=O (stereo not given in full)
    33*	16*	33*	-0.9	0.2	19*	-2.7	-3.9	-49	-4	-1.1
Cc1ccc(C(=O)Nc2c[nH]c(=O)[nH]c2=O)cc1
    0	0	-7	3.5	0.2	-7	-0.4	-0.4	8	-1	-0.6
Cc1ccc(C(=O)C(C)OC(=O)c2cc(=O)[nH]c3ccccc23)cc1 (stereo not given)
    -79	-18	2	1.8	0.3	-84	-1.6	2.6	8	1	-1.0
Cc1cccc(OCC(=O)Oc2ccc(Cl)cc2)c1
    -2	-2	-1	1.0	0.0	-10	-1.0	0.6	-7	-2	-1.4
Cc1ncc(CO)c(CNc2ccc(-c3nc4ccccc4[nH]3)cc2)c1O
    -25	-47	-1	1.0	1.9	-40	1.5	16*	-3	8	-0.8
c1ccc2c(-n3cnnn3)cccc2c1
    0	-1	1	0.3	-0.1	0	-0.9	1.2	2	4	-1.5
O=C1CC2c3ccccc3C1C1C(=O)N(Cc3ccccc3)C(=O)C21 (stereo not given)
    -2	-3	4	-0.7	0.5	-10	-0.6	-2.7	5	-4	-1.1
O=C1OC(Cc2ccccc2)C(c2ccccc2)C1=O (stereo not given)
    -5	-1	7	-1.1	-0.9	-6	0.2	-0.8	-7	-5	-1.2
OC(c1nc2ccccc2[nH]1)C(O)c1nc2ccccc2[nH]1 (stereo not given)
    1	-2	2	3.1	-0.2	-1	2.2	0.0	4	-2	-0.6
CCOc1ccc(CCNC(=O)C2CCN(c3nn4c(=O)cc(C)nc4s3)CC2)cc1OCC
    4	4	4	-0.4	-0.3	1	-1.2	0.5	-6	-2	-0.8
CCOC(=O)[C@H]1[C@H]2COc3ccc(Br)cc3[C@@H]2N2C(=O)CN(Cc3ccc(C)cc3)C(=O)[C@@]12C
    5	9.6*	0	0.1	0.5	8	0.1	0.0	0	1	-1.1
CC(C)CNC(=O)COc1ccc(Sc2ccc(OCC(=O)NCC(C)C)cc2)cc1
    -2	-3	0	-0.5	-0.8	-3	-2.1	-1.1	-5	-2	-2.1
CC1(c2ccccc2)CC(C)(C)N2C(=O)Cc3cccc1c32 (stereo not given)
    0	-2	-3	-0.4	-1.1	2	2.7	-0.1	3	-4	-0.6
CC12CCC(C(=O)O)(C/C1=N\O)C2(C)C (stereo not given)
    7&1	-2&-4	-2&0	-1.2&0.8	0.5&0.0	5&1	1.6&-1.4	1.4&-0.5	3&1	-3&-4	-1.6&-1.4
CC1Oc2ccccc2N(CC(=O)NCCCN2CCOCC2)C1=O (stereo not given)
    1	-4	3	0.6	0.2	-5	-1.3	0.6	7	-2	-1.0
CC(C)OP(=O)(c1ccc(N(C)C)cc1)C(O)c1ccncc1 (stereo not given)
    3	-2	-7	0.3	-0.6	1	-1.2	-1.0	-1	-2	-1.3
CC(c1ccccc1)N1CC(C(=O)N2CCCC(C(N)=O)C2)CC1=O (stereo not given)
    6	-2	5	0.4	-0.2	-1	-1.4	3.8	-3	-3	-0.8
CC(C)c1nc(C(=O)N2CCCC(CCC(=O)N(C)CCc3ccccn3)C2)cs1 (stereo not given)
    -1	-1	-1	-0.9	0.2	1	-0.7	4.3	-2	1	-1.4
CC(C)Cn1cnc2c1c(=O)n(CC(=O)NN)c(=O)n2Cc1ccccc1
    -19	-8	3	0.1	1.1	-28	0.9	2.0	0	-3	-1.9
COc1ccc(CCNC(=O)CCn2c(SCC(=O)N3CCCC3)nc3ccccc3c2=O)cc1OC
    -1	-2	-3	-2.2	-0.1	-1	-0.3	1.2	-5	0	-1.1
CN1CCN(CC(=O)Nc2ccccc2[N+](=O)[O-])CC1
    0	0	1	-1.5	0.3	2	1.4	3.8	-1	4	-1.3
Cn1c(=O)c(C(=O)c2ccccc2)nc2ccccc21
    -26	-2	0	-1.3	0.1	-36	-1.0	-0.4	-1	0	-0.7
Cc1cc(=O)[nH]c(SCC(=O)N2c3ccccc3CC2C)n1 (stereo not given)
    -1	-3	-5	0.1	-0.3	-2	-1.3	-0.3	1	0	-1.2

Reprinted at random: 4 records from the list
Results follow in this order: PLCg1 inh	ADAM17 inh	MBD2 inh	DAX1 inh-1	DAX1 inh-2	PLCb3 inh	hcDAF12 agonist	hgDAF-12 ag	NR1D1 modulator	SMARCA2 activ	ssDAF12 agonist
O=C1CC2c3ccccc3C1C1C(=O)N(Cc3ccccc3)C(=O)C21 (stereo not given)
    -2	-3	4	-0.7	0.5	-10	-0.6	-2.7	5	-4	-1.1
CC(C)CNC(=O)COc1ccc(Sc2ccc(OCC(=O)NCC(C)C)cc2)cc1
    -2	-3	0	-0.5	-0.8	-3	-2.1	-1.1	-5	-2	-2.1
Cc1cc(=O)[nH]c(SCC(=O)N2c3ccccc3CC2C)n1 (stereo not given)
    -1	-3	-5	0.1	-0.3	-2	-1.3	-0.3	1	0	-1.2
CC1Oc2ccccc2N(CC(=O)NCCCN2CCOCC2)C1=O (stereo not given)
    1	-4	3	0.6	0.2	-5	-1.3	0.6	7	-2	-1.0

Remaining list, next part
Results follow in this order: PLCg1 inh	ADAM17 inh	MBD2 inh	DAX1 inh-1	DAX1 inh-2	PLCb3 inh	hcDAF12 agonist	hgDAF-12 ag	NR1D1 modulator	SMARCA2 activ	ssDAF12 agonist
O=C1CCC(C(=O)NCCCn2ccnc2)N1 (stereo not given)
    5	2	-2	-0.1	0.6	-20	-1.5	0.9	-4	0	-0.9
C=CCOc1cccc(C2C(C(=O)c3ccc(C)o3)=C(O)C(=O)N2c2nnc(C)s2)c1 (stereo not given)
    -56	-16	1	0.1	-0.4	-100	-0.3	-0.5	3	-1	-0.5
COC1OC(CO)C(N=C(C)C)C1O (stereo not given)
    0	-2	6	-0.1	-0.6	-2	-2.7	0.7	-7	-4	-1.1
CC(C)(CNC(=O)c1ccc(Br)o1)CNC(=O)c1ccc(Br)o1
    3	3	-8	0.7	0.1	-1	0.1	-2.6	-2	-3	-1.3
Cc1ccc(C(=O)COC(=O)c2cc(Cl)ccc2O)cc1[N+](=O)[O-]
    -3	-7	1	0.0	0.6	-7	-0.3	0.8	1	0	-1.0
CCc1c(C)nc(SCC(=O)Nc2cccc(Br)c2)[nH]c1=O
    -2	-4	-1	1.8	0.2	-3	-0.9	1.7	8	-1	-1.4
O=[N+]([O-])c1ccccc1NCc1ccccc1Cl
    -2	1	2	-1.0	-2.2	-8	-1.6	0.1	1	4	-0.8
COc1cc(SC)ccc1C(=O)NCCOc1ccccc1Cl
    1	5	-4	4.5*	2.6	4	1.1	9.1	2	3	-0.4
O=[N+]([O-])c1ccc(-c2n(-c3ccccn3)c3ccccc3[n+]2-c2ccccn2)cc1
    3	3	-5	-1.6	-0.9	-1	-0.9	-1.0	0	-2	-1.5
CCOc1ccccc1NC(=O)C(=O)CC(=O)c1ccc(OC)cc1
    -4	-5	2	1.4	-0.2	-12	-1.1	-0.7	-1	2	-0.7
COc1ccc(S(=O)(=O)N2CCOC23CCN(S(=O)(=O)c2cc(F)ccc2F)CC3)cc1
    0	-3	-4	3.1	-0.8	-8	-0.9	-1.6	2	-2	0.2
N#CC(C(=O)NCc1ccccc1)c1nc2ccccc2nc1N1CCCC1 (stereo not given)
    -172	-77	-8	-1.2	1.7	-223	1.9	-2.4	1	0	-0.9
COc1ccc(CCN=C(N)C(C)c2ccccc2)cc1OC (stereo not given)
    4	-1	-1	-1.7	0.1	-4	0.6	1.6	5	5	-1.1
COc1ccc(NC(=O)c2cnc3n(c2=O)CCS3)cc1OC
    5	0	-1	-1.2	0.1	2	-0.3	-0.3	-3	2	-1.6
CCC1CCc2sc(C(=O)O)cc2C1 (stereo not given)
    1	0	6	0.3	0.1	-3	0.0	-0.3	2	-1	-0.7

Taken from above (5 entries):
Results follow in this order: PLCg1 inh	ADAM17 inh	MBD2 inh	DAX1 inh-1	DAX1 inh-2	PLCb3 inh	hcDAF12 agonist	hgDAF-12 ag	NR1D1 modulator	SMARCA2 activ	ssDAF12 agonist
O=C1CCC(C(=O)NCCCn2ccnc2)N1 (stereo not given)
    5	2	-2	-0.1	0.6	-20	-1.5	0.9	-4	0	-0.9
C=CCOc1cccc(C2C(C(=O)c3ccc(C)o3)=C(O)C(=O)N2c2nnc(C)s2)c1 (stereo not given)
    -56	-16	1	0.1	-0.4	-100	-0.3	-0.5	3	-1	-0.5
COC1OC(CO)C(N=C(C)C)C1O (stereo not given)
    0	-2	6	-0.1	-0.6	-2	-2.7	0.7	-7	-4	-1.1
CC(C)(CNC(=O)c1ccc(Br)o1)CNC(=O)c1ccc(Br)o1
    3	3	-8	0.7	0.1	-1	0.1	-2.6	-2	-3	-1.3
Cc1ccc(C(=O)COC(=O)c2cc(Cl)ccc2O)cc1[N+](=O)[O-]
    -3	-7	1	0.0	0.6	-7	-0.3	0.8	1	0	-1.0

Compounds as they come; any-hit rate near 7.4%.
